# p53null 32C tox: qHTS Screen for Compounds that Selectively Target Cancer Cells with p53 Mutations: Cytotoxicity of p53 Null Cells at the Permissive Temperature. H1299-neo p53 null cells, ATP luminescence, 24 h, 32C. hit rate 0.62% among 55,000. AID 903, 2007. Potency, µM (titrated, usually from 46.1 µM), for the others: top-dose activity change, negative = cytotoxicity, most hits filed as cytotoxic;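 further: potency means the concentration at half of the fitted maximal effect; 0% = DMSO only and -100% = full killing by 100 µM tamoxifen; nearly all actives have a fitted effect of over 55% in size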
#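 Cytotoxicity: H1299-neo (no p53), 32C, 24 h treatment. Concentrations up to 46 uM. Readout cellular ATP, luminescence. Normalization to DMSO basal and tamoxifen 100 uM maximal kill.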
# NTMT1 inh: Primary qHTS for Inhibitors of N-terminal methyltransferase 1 (NTMT1): MTaseGlo Assay; N-terminal Xaa-Pro-Lys N-methyltransferase 1 (Homo sapiens), Q9BV86; NTMT1 MTase-Glo SAH luminescence, purified enzyme; Potency, µM (series often up to 114 µM), for inactives: at the top dose activity change, negative = inhibition, most hits filed as inhibitors; hit rate 2.5% among 59,000; AID 1645870, 2021;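 further: potency means the concentration at half of the fitted maximal effect; plate controls were DMSO vehicle for no effect and no enzyme for full effect; nearly all actives have a fitted effect of over 65% in size; many of its hits are not listed in these tables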
# GALK inhibitor: qHTS Assay for Inhibitors of Human Galactokinase (GALK): NCGC Sytravon Library Screen; P51570; recombinant GALK, Kinase-Glo ATP luminescence, 1 h; Potency, µM (highest dose often 57.5 µM), without a hit: at the top dose activity, negative = inhibition, most hits filed as inhibitors; AID 1347072, 2019; 44,000 tested, under 10 active;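 further: plate controls were full GALK reaction for no effect and reaction lacking GALK for full effect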
#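 5 nM GALK with 35 µM ATP and 100 µM galactose in HEPES pH 8.0, MgCl2, NaCl, DTT, BSA; 1 h RT reaction, remaining ATP detected by Kinase-Glo Plus luminescence after 10 min; qHTS concentration series.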
# B2AR arrestin ag: qHTS assay of beta-arrestin-biased ligands of beta2-adrenergic receptor: NCGC Sytravon Library Screen. HTLA Tango cells, beta-arrestin recruitment, luciferase luminescence, 18 h. Potency, µM (doses to about 46.1 µM), without a hit: top-dose activation, most hits filed as activators. 44,000 tested, under 10 active;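 further: potency means the concentration at half of the fitted maximal effect; 0% = DMSO and full agonism = EC100 isoproterenol or metaproterenol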
#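 Tango cells (recombinant beta2-AR, beta-arrestin, tTA-driven luciferase), 1500/well in DMEM 1% FBS, treated 18 h at 37 °C with compounds up to 46 µM; luciferin mix added, luminescence read after 15 min; %activity curves fitted and curve-classed.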
# FH mod: Identification of activators of human fumarate hydratase by quantitative high-throughput screening. FH coupled MDH/diaphorase resazurin fluorescence, 15 min. AID 1347055, 2019. Potency, µM (titrated, usually from 79.9 µM), for the others: top-dose activity change, negative = inhibition, hits mostly inhibitors. hit rate 0.22% among 54,000. Fumarate hydratase, mitochondrial (Homo sapiens), P07954; further: potency means the concentration at half of the fitted maximal effect; on the % scale 0 is the no-effect control and ±100 the full control effect; the screen sought activators but most active calls are inhibition curves; nearly all actives have a fitted effect of over 45% in size
# Target sequence (P07954 whole entry, looked up): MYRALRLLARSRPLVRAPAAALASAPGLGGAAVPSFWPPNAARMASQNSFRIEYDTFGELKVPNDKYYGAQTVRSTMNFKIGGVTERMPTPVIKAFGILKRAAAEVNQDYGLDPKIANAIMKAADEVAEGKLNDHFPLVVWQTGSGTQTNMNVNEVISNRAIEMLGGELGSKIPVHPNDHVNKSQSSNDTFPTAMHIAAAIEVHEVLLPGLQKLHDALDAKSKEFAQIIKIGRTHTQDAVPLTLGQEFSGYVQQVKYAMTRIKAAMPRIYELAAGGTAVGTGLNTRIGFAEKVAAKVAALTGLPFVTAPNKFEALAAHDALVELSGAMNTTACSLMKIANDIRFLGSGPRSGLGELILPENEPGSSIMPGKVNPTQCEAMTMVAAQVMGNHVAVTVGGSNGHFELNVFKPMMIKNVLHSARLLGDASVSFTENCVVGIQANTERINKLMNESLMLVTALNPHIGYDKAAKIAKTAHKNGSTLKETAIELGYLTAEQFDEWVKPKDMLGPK
# p53null 39C tox: qHTS Screen for Compounds that Selectively Target Cancer Cells with p53 Mutations: Cytotoxicity of p53 Null Cells at the Nonpermissive Temperature | Potency, µM (doses to about 46.1 µM), inactives show at the highest dose activity, negative = cell killing, usual class: cytotoxic | AID 904, 2007 | hit rate 0.97% among 55,000 | H1299 p53-null (neo) cells, 39C, ATPlite viability, 24 h;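 further: potency means the concentration at half of the fitted maximal effect; 0% = DMSO only and -100% = full killing by 100 µM tamoxifen; nearly all actives have a fitted effect of over 50% in size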
#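 Temperature-shift cytotoxicity format: compound titrations on p53-null or A138V-expressing H1299 cells held 24 hr at 39C, cell ATP then measured, AC50 from Hill model.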
# TSG101-PTAP inh: qHTS Validation Assay for Inhibitors of HIV-1 Budding by Blocking the Interaction of PTAP/TSG101: Sytravon Library Screen. 44,000 tested, under 10 active. Fluorescence polarization, FITC-PTAP peptide/Tsg101, 20 min. Potency, µM (titrated, usually from 115 µM), for inactives: at the highest dose activity change, negative = inhibition, most hits filed as inhibitors. AID 1347069, 2019; further: potency means the concentration at half of the fitted maximal effect; 0% is about no effect
# Target sequence (Q99816 whole entry, looked up): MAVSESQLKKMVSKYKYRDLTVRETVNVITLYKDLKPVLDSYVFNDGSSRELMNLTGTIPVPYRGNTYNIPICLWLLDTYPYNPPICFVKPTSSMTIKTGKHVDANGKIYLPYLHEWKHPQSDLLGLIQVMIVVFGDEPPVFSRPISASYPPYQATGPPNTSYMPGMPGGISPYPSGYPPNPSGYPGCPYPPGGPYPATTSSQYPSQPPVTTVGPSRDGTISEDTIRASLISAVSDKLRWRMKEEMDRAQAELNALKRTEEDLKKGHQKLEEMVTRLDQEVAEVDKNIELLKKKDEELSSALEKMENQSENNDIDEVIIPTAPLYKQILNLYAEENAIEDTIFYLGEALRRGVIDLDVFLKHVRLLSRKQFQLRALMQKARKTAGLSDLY
#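 Compounds pinned into 10 uM Tsg101 binding domain, then 50 nM FITC-PTAP peptide added in pH 7.5 HEPES buffer; FP read after 20 min, room temperature. Total S+P intensity flags fluorescent compounds; active cut-off <25 µM, efficacy <60%.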
# Active calls of the source: *; u = inconclusive; x = not tested or not shown; [ ] = another dose, or the depositor's remark. The call rests on the fitted dose curve; in most records, active means well fitted curve in the direction sought with a large enough effect; inconclusive means small, poorly fitted or top-dose-only effect, or another doubt; inactive means no such curve, though single readings can be large; an effect the other way counts as inactive or inconclusive. The list is partial. The share of hits here may be higher or lower than overall.
# Values in the order: p53null 32C tox, NTMT1 inh, GALK inhibitor, B2AR arrestin ag, FH mod, p53null 39C tox, TSG101-PTAP inh
1: CN(Cc1ccccc1)C(=O)c1ccc2c(c1)N(Cc1ccccc1F)C(=O)c1ccccc1S2(=O)=O
  6%, 8%, 0%, -1%, -11%, 7%, 2%
2: Cc1ccc(CCNC(=O)c2cc(Nc3ccc(C)c(C)c3)nc3ccccc23)cc1
  5%, 12%, -2%, -1%, -19%, 17%, 3%
3: Cc1ccccc1NC(=O)c1c(NC(=O)c2ccco2)sc2c1CCC(C(C)(C)C)C2 (stereo unspecified)
  4%, -4%, -11%, 0%, -19%, 8%, 0%
4: CC1CCc2c(sc3nnn(Cc4ccccc4Cl)c(=O)c23)C1 (stereo unspecified)
  -1%, -1%, 0%, 0%, -8%, 0%, -5%
5: COc1ccc(S(=O)(=O)Nc2cc(-c3cn4cccc(C)c4n3)ccc2C)cc1C
  7%, 0%, 4%, 0%, -22%, -12%, 5%
6: Cc1ccc(NC(=O)Nc2ccc3c(c2)N(C)C(=O)c2ccccc2S3)c(C)c1
  19%, 7%, 4%, -2%, -17%, 9%, -5%
7: CCOC(=O)c1c(N)n(-c2ccc(CC)cc2)c2nc3ccccc3nc12
  -2%, 5%, 1%, -2%, -1%, 26%, -2%
8: COc1ccc(Cl)cc1NC(=O)Cn1ccn(Cc2ccc(C)cc2)c(=O)c1=O
  -13%, u, 0%, 1%, -7%, -20%, -2%
9: CCOc1ccc(NC(=O)N2CCN(C(=O)c3nsc4ccccc34)CC2)cc1
  -2%, 0%, 0%, 0%, -3%, -6%, -1%
10: Cc1cccc(N2CCN(C(=O)C3CCN(C(=O)c4cc5sccc5n4C)CC3)CC2C)c1 (stereo unspecified)
  -15%, -1%, 6%, -1%, -15%, u, -1%
11: Cn1c(SCC(=O)N2CCCc3ccccc32)ncc(C(=O)Nc2ccc(F)cc2)c1=O
  -2%, 1%, -1%, -3%, 1%, 9%, -1%
12: CCOc1ccc(S(=O)(=O)Nc2cccc(OC)c2)c2cccnc12
  x, 1%, -1%, 1%, -12%, x, -2%
13: Cc1ccccc1NC(=O)C1CCN(S(=O)(=O)c2ccccc2)CC1
  -3%, 0%, 2%, 7%, 2%, 10%, 2%
14: COc1ccc2c(CNCC(C)c3ccccc3)c(C(=O)O)n(Cc3ccc(F)cc3Cl)c2c1 (stereo unspecified)
  19%, -6%, 1%, 0%, u, 31%[activator], 0%
15: CC(=O)C1=C(c2ccc(Cl)c(Cl)c2)N(C(C)=O)n2c(nnc2C2CCCCC2)S1
  -3%, 20%, -2%, -2%, 1%, 14%, 1%
16: CC1CCN(c2oc(-c3ccc(COc4ccc(Cl)cc4)o3)nc2C#N)CC1
  -7%, 2%, 2%, -1%, -26%, 0%, 2%
17: O=C(NCCc1ccc(Cl)cc1)c1ccc2nc(CCc3ccccc3)oc2c1
  7%, -9%, -2%, 0%, -5%, 0%, 0%
18: O=C(CSc1nc2ccccc2nc1Cc1ccccc1)N1CCCc2ccccc21
  8%, 3%, 0%, 0%, -14%, 17%, 11%
19: Cc1ccccc1NC(=O)CSc1ncc2c(n1)-c1ccccc1N(C)S2(=O)=O
  -7%, 1%, -3%, 2%, 0%, 3%, 1%
20: CCc1ccc(NC(=O)Cn2c(=O)n(CCCC(=O)NCCc3ccc(OC)c(OC)c3)c(=O)c3ccccc32)cc1
  -2%, -11%, 6%, 0%, -2%, -11%, 0%
21: CCc1ccc(-c2nc3c(c(SCc4ccc(F)cc4)n2)Cc2c(CO)cnc(C)c2O3)cc1
  5%, -22%, 0%, -1%, u, -7%, 2%
22: O=c1c(N2CCc3ccccc3C2)csc2ccc(F)cc12
  -2%, -6%, 3%, u, 1%, -16%, -14%
23: Cc1c2cnn(-c3ccccc3)c(=O)c2c(C)n1C(C)C(=O)NCc1cccc(Br)c1 (stereo unspecified)
  19%, -5%, -1%, 0%, -24%, -16%, -7%
24: CCc1ccc(-n2c(CCC(=O)O)ccc2-c2cccs2)cc1
  1%, x, 0%, -1%, x, -8%, -4%
25: COc1ccccc1Cc1nc2ccccc2nc1SCC(=O)NCCc1ccccc1
  3%, -5%, 0%, 0%, -6%, -13%, -1%
26: CCN(CC)CCCNC(=O)c1c(C)oc2ncn(CC(C)C)c(=O)c12
  6%, 9%, 3%, 0%, 0%, -3%, -3%
27: CCc1ccc(NC(=O)Cn2c(=O)n(CCCCC(=O)NCc3ccccc3Cl)c(=O)c3ccccc32)cc1
  -7%, u, 7%, 1%, -6%, 0%, -1%
28: Cc1ccc(NC(=O)C2CCCN(S(=O)(=O)c3cccc4cccnc34)C2)cc1 (stereo unspecified)
  -2%, -8%, -3%, 1%, -6%, -8%, -1%
29: COc1ccccc1NC(=O)Cn1c(=O)n(Cc2cccs2)c(=O)c2cccnc21
  -5%, 10%, 4%, 0%, -13%, 2%, 1%
30: CCOc1ccc(CCNC(=O)c2cnc3sc(N4CCCCCC4)nn3c2=O)cc1
  -16%, -3%, 2%, 0%, -18%, -16%, -4%

# (continued)
# Values in the order: p53null 32C tox, NTMT1 inh, GALK inhibitor, B2AR arrestin ag, FH mod, p53null 39C tox, TSG101-PTAP inh
31: CCOc1ccc(OCc2ccc(C(=O)Nc3cc(OC)c(OC)c(OC)c3)o2)cc1
  -7%, -2%, 5%, 0%, 5%, -17%, -3%
32: CCOC(=O)N1CCC2(CC1)OC(=O)C(C)=C2C(=O)NCc1cccc(OC)c1
  -11%, -16%, 0%, 0%, -6%, -4%, 0%
33: CNC(=O)CN1C(=O)COc2ccc(S(=O)(=O)N3CCCCCC3)cc21
  3%, -1%, -1%, 0%, -5%, 8%, 0%
34: Cc1ccccc1OCC(=O)Nc1ccc2nc(SCC(=O)N(C)c3ccccc3)sc2c1
  3%, 7%, 0%, -3%, -10%, 10%, -3%
35: Cc1ccc(NC(=O)Cn2c(-c3nonc3N)nc3ccccc32)cc1Cl
  -1%, 0%, 8%, -2%, 0%, -25%, 4%
36: CCN(C(=O)Cn1cnc2c1c(=O)n(C)c(=O)n2C)c1ccccc1C
  -2%, x, -3%, 0%, x, 14%, -5%
37: COc1ccc2c(c1)CC(C(=O)Nc1cccc(C)c1C)CO2 (stereo unspecified)
  -1%, u, -2%, 0%, 3%, 6%, 0%
38: CCC(Sc1nc2ccncc2[nH]1)C(=O)Nc1ccc(F)cc1 (stereo unspecified)
  0%, -2%, 7%, -3%, 2%, 9%, 1%
39: COCCNC(=O)C1CCN(C(=O)c2cc3sccc3n2Cc2ccc(Cl)cc2)CC1
  11%, -4%, 3%, 0%, -9%, 9%, 0%
40: Cc1ccccc1CNC(=O)C(C)n1nc(C)n2c(cc3occc32)c1=O (stereo unspecified)
  -4%, -6%, -4%, 1%, -15%, -8%, 2%
41: CCOc1ccc(CNCc2c(C(=O)O)n(Cc3ccccc3C)c3cc(OC)ccc23)cc1OC
  -6%, 0%, 2%, 1%, -18%, -21%, -1%
42: COc1ccc(-n2c(-c3ccco3)nc3c(cnn3-c3ccccc3Cl)c2=O)cc1
  10%, u, 5%, -2%, -28%, -3%, 1%
43: CCN(c1ccccc1)S(=O)(=O)c1ccc(NC(=O)c2nc(SC(C)C)ncc2Cl)cc1
  -5%, 9%, 1%, -1%, -15%, -23%, -3%
44: CCCC(=O)N1CCc2cc(OC)c(OC)cc2C1COc1ccc2c(C)cc(=O)oc2c1 (stereo unspecified)
  1%, 10%, -1%, 1%, u, u, -5%
45: COc1ccc(C2=CC(c3ccccc3Cl)n3nc(-c4ccc(Cl)cc4)nc3N2)cc1 (stereo unspecified)
  16%, 26%, -2%, 1%, -10%, 19%, -14%
46: O=C(Nc1ccc(F)cc1)Nc1nnc(SCC(=O)N2CCCCC2)s1
  -11%, -2%, -9%, -3%, -6%, 6%, 3%

# 14 entries from above, in transposed form:
30) CCOc1ccc(CCNC(=O)c2cnc3sc(N4CCCCCC4)nn3c2=O)cc1
31) CCOc1ccc(OCc2ccc(C(=O)Nc3cc(OC)c(OC)c(OC)c3)o2)cc1
32) CCOC(=O)N1CCC2(CC1)OC(=O)C(C)=C2C(=O)NCc1cccc(OC)c1
33) CNC(=O)CN1C(=O)COc2ccc(S(=O)(=O)N3CCCCCC3)cc21
34) Cc1ccccc1OCC(=O)Nc1ccc2nc(SCC(=O)N(C)c3ccccc3)sc2c1
35) Cc1ccc(NC(=O)Cn2c(-c3nonc3N)nc3ccccc32)cc1Cl
36) CCN(C(=O)Cn1cnc2c1c(=O)n(C)c(=O)n2C)c1ccccc1C
37) COc1ccc2c(c1)CC(C(=O)Nc1cccc(C)c1C)CO2 (stereo unspecified)
38) CCC(Sc1nc2ccncc2[nH]1)C(=O)Nc1ccc(F)cc1 (stereo unspecified)
39) COCCNC(=O)C1CCN(C(=O)c2cc3sccc3n2Cc2ccc(Cl)cc2)CC1
compound no.	30	31	32	33	34	35	36	37	38	39
p53null 32C tox	-16%	-7%	-11%	3%	3%	-1%	-2%	-1%	0%	11%
NTMT1 inh	-3%	-2%	-16%	-1%	7%	0%	x	u	-2%	-4%
GALK inhibitor	2%	5%	0%	-1%	0%	8%	-3%	-2%	7%	3%
B2AR arrestin ag	0%	0%	0%	0%	-3%	-2%	0%	0%	-3%	0%
FH mod	-18%	5%	-6%	-5%	-10%	0%	x	3%	2%	-9%
p53null 39C tox	-16%	-17%	-4%	8%	10%	-25%	14%	6%	9%	9%
TSG101-PTAP inh	-4%	-3%	0%	0%	-3%	4%	-5%	0%	1%	0%

40) Cc1ccccc1CNC(=O)C(C)n1nc(C)n2c(cc3occc32)c1=O (stereo unspecified)
41) CCOc1ccc(CNCc2c(C(=O)O)n(Cc3ccccc3C)c3cc(OC)ccc23)cc1OC
42) COc1ccc(-n2c(-c3ccco3)nc3c(cnn3-c3ccccc3Cl)c2=O)cc1
43) CCN(c1ccccc1)S(=O)(=O)c1ccc(NC(=O)c2nc(SC(C)C)ncc2Cl)cc1
compound no.	40	41	42	43
p53null 32C tox	-4%	-6%	10%	-5%
NTMT1 inh	-6%	0%	u	9%
GALK inhibitor	-4%	2%	5%	1%
B2AR arrestin ag	1%	1%	-2%	-1%
FH mod	-15%	-18%	-28%	-15%
p53null 39C tox	-8%	-21%	-3%	-23%
TSG101-PTAP inh	2%	-1%	1%	-3%
